KCNQ2 block – KCNQ2 channel blockers in CHO-K1 cells – cell-based, FluxOR thallium flux, B-score, primary screen (AID 2156). O88943. 20 min; hits give low values. B-score at 10 µM. hit rate 1.1% among 310,000;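 active = fluorescence ratio B-score at most minus 3 library SDs, with starting brightness B-score within 2 library SDs, cut at about -5.5 in these data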
Target sequence (O88943 whole entry, looked up): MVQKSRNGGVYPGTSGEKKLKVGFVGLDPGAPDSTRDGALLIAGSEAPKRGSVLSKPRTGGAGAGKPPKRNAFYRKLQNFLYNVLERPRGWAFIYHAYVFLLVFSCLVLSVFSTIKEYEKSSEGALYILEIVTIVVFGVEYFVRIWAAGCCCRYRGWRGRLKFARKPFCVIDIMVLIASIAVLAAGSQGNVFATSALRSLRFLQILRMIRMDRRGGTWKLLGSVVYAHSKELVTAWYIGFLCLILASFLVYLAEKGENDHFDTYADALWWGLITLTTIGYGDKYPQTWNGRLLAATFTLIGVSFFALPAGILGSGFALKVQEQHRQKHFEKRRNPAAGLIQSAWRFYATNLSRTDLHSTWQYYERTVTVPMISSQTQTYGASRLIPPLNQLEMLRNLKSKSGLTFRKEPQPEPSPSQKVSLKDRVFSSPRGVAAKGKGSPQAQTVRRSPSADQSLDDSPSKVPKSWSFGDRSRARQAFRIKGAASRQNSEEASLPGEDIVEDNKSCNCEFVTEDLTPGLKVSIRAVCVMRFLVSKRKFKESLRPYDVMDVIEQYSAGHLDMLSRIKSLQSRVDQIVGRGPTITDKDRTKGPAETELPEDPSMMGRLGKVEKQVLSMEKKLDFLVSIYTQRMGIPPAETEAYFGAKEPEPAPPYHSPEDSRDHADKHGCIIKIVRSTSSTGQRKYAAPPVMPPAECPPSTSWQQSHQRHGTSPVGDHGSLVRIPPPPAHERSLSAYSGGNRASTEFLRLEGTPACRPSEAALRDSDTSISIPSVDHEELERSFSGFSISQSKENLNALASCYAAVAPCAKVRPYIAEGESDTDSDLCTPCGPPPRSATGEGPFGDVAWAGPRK
CHT block – human CHT choline transport inhibition; Q9GZV3; CHT-expressing cells, membrane potential dye, choline response; hits give low values; B-score at 10 µM; hit rate 0.86% among 310,000;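 active = B-score over 3 SD under the library average, and starting fluorescence ratio not unusually high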;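 also: choline stimulus applied at its EC90 after an EC20 pre-addition; B-score computed on integrated fluorescence ratio after choline addition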
Kir21 block – Kir2.1 (mouse) channel inhibition; B-score at 10 µM; hit rate 0.85% among 310,000; AID 1672; HEK293-Kir2.1, FluxOR thallium flux fluorescence; hits give low values;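 active = fluorescence ratio B-score at or below minus 3 SD of library scores, with starting-brightness B-score within 2 SD, cut at about -4.2 in these data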;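 also: channel flux triggered by added potassium and thallium sulfate stimulus; B-score of peak minus minimum fluorescence over baseline after thallium stimulus; more negative B-score means stronger Kir2.1 block with less thallium influx; some compounds called inactive have numbers as strong as hits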
* hit, by the source's call; i = inactive; nt = not tested or not shown. Rows were taken by chance. Share with any hit: about 2.6%.

structure	Kir21 block	CHT block	KCNQ2 block
COCCn1c(SCC(=O)NCc2ccc3c(c2)OCO3)nnc1C(C)C	-0.5	i	i
O=C(CCCn1c(=S)[nH]c2ccccc2c1=O)NC1CCCC1	-3.2	i	i
CCCCn1c(N)c(N(CC)C(=O)C(c2ccccc2)c2ccccc2)c(=O)[nH]c1=O	0.63	i	i
COc1ccc(NC(=O)CC2C(=O)N(c3ccc(F)cc3)C(=S)N2NC(=O)c2ccc(Cl)cc2)cc1 (stereo not given)	0.11	i	i
Cc1ccc(-c2nnc(SCC(=O)NNC(=O)COc3cccc4ccccc34)n2C)cc1	-0.07	i	i
COc1cccc(N2C(=O)C(CC(=O)Nc3ccccc3)N(C3CCCCC3)C2=O)c1 (stereo not given)	-1.1	i	i
CCOC(=O)C1CCCN(Cc2cc(=O)oc3cc(C)c(C(C)C)cc23)C1 (stereo not given)	-1.8	i	i
CCOC(=O)N1CCN(C(=O)c2ccc3c(c2)N=C(CC)c2cc(C)ccc2S3)CC1	0.72	i	i
Cc1ccc(C)c(N(CC(=O)NCc2ccco2)C(=O)CNS(=O)(=O)c2ccc(F)cc2)c1	-1.1	i	i
COc1ccccc1CN(C(=O)Cc1cccs1)C(C(=O)NC1CCCC1)c1ccncc1 (stereo not given)	-1	i	i
COc1ccc(/C=C/C(=O)Nc2ccc(C)cc2)cc1S(=O)(=O)N1CCOCC1	-0.06	i	i
CC(CC(=O)NCc1cccnc1)c1ccccc1 (stereo not given)	-0.64	i	i
CCCCN(C(=O)CSCC(=O)Nc1cccc(C)c1)c1c(N)n(Cc2ccccc2)c(=O)[nH]c1=O	-0.61	i	i
COC(=O)C1(CCSC)NC(c2ccc(O)cc2)C2C(=O)N(c3ccc(F)cc3)C(=O)C21 (stereo not given)	1.1	i	i
COC(=O)C1[C@H]2SC(C)(C)C(C(=O)OC)N2C(=O)N1Cc1nc2ccccc2s1 (stereo not given in full)	-0.39	i	i
O=c1ccc(-c2nc3ccccc3n2Cc2ccc(Cl)cc2)c[nH]1	-0.08	i	i
COc1cc(OC)c(C2=NOC(C(=O)Nc3ccc4c(c3)OCO4)C2)cc1Cl (stereo not given)	-1.9	i	i
COc1ccccc1/C=C\C=N\NC(=O)c1ccco1	0.07	i	i
Cn1cc(C(=O)NS(=O)(=O)Nc2ccc(Br)cn2)c2ccccc21	1.9	i	i
CC(C)N(CCC#N)C(=O)Nc1ccc2c(c1)CCO2	0.55	i	i

structure	Kir21 block	CHT block	KCNQ2 block
Cc1ccccc1CN1CCNC(=O)C1CC(=O)O (stereo not given)	-1.1	i	i
CN(Cc1ccccc1)C(=O)CCC(=O)N(C)Cc1ccccc1	0.68	i	i
CCS(=O)(=O)c1nc(S(=O)(=O)c2ccc(C)cc2)c(NCCCn2ccnc2)s1	-0.73	i	i
COc1cccc(CNC(=O)c2cc3c(cc2Cl)N2CCCCCC2=NS3(=O)=O)c1	-1.2	i	i
Nc1nc2ccc(S(=O)(=O)c3ccc4nc(N)sc4c3)cc2s1	1.1	i	i
CC1CC(C)(C)NC(=S)N1CCC(=O)N1CCc2ccccc2C1 (stereo not given)	-0.95	i	i
CCSc1ncnc2sc3c(c12)CCC3	-0.94	i	i
CSCC[C@H](NC(=O)Nc1cccc(Br)c1)C(=O)O	-0.06	i	i
O=[N+]([O-])c1ccc(CN2CCCCCC2)s1	2.1	i	i
CC(C)CN(C(=O)C(c1ccccc1)c1ccccc1)c1c(N)n(CC(C)C)c(=O)[nH]c1=O	-0.84	i	i
c1ccc(-c2nnc(-c3ccccn3)s2)nc1	-0.07	i	i
COC(=O)c1ccc2c(CCO)c[nH]c2c1	1.4	i	i
COc1ccc(Cl)cc1C(=O)NNC(=S)NC(=O)c1ccc(F)c(F)c1	0.7	i	i
CC1(C)CC(=O)C2=C(C1)OC1=C(C(=O)CC(C)(C)C1)C2c1ccccc1	1.5	i	i
O=C(O)C12CC3CC(C1)CC(n1ncc(NCc4ccco4)c(Cl)c1=O)(C3)C2	0.29	i	i
CCOc1ccc(NC(=S)NCCN2CCN(Cc3ccccc3)CC2)cc1	2.3	i	i
O/N=C/c1cc(Br)ccc1OCc1cccc(F)c1	-2	i	i
CCCN(CC(=O)Nc1ccc(C(N)=O)cc1)CC(=O)Nc1ccc(Cl)cc1Cl	1	i	i
NC(=O)N[C@@H](Cc1c[nH]c2ccccc12)C(=O)OCC(=O)N1CCCCC1	-0.08	i	i
CCN(C)c1ccc(/C=N\n2nnnc2N)cc1	-0.89	i	i

structure	Kir21 block	CHT block	KCNQ2 block
C/C(=N\n1c(C)nc2ccccc2c1=O)c1ccc(N)cc1	2.9	i	i
Cc1nnsc1S(=O)c1ccc(Br)cc1 (stereo not given)	-0.17	i	i
COC(=O)c1sc(S(=O)(=O)NCc2cccs2)c(C(=O)OC)c1C	-4	i	i
Cc1sc2ncn(CC(=O)NCCc3ccccc3)c(=O)c2c1C	1.1	i	i
CCc1nnc(NC(=O)CSc2nccn2-c2ccccc2)s1	-1	i	i
CCCSc1nc2c(c(=O)[nH]c(=O)n2C)n1Cc1ccccc1	0.05	i	i
O=C(NCCCO)C(=O)NCc1ccncc1	0.09	i	i
CN1C(=O)/C(=C2/C=CC=CN2C)OC1=S	0.76	i	i
CCOC(=O)c1[nH]c(=O)[nH]c1CSCCO	1.5	i	i
Cn1c(SCc2ccc([N+](=O)[O-])cc2)nc2c(c1=O)SCC2	0.33	i	i
COc1ccc(CN2C(=O)c3ccccc3C2C(=O)NC2CCCCCC2)c(OC)c1 (stereo not given)	1.1	nt	i
COc1ccc(N2CCN(CCC3Oc4cc([N+](=O)[O-])ccc4NC3=O)CC2)cc1 (stereo not given)	-0.81	i	i
COC(=O)c1ccc(NC(=O)c2cccc(NC(=O)c3ccccc3)c2)cc1	-0.6	i	i
Cc1ccc(N2CC(C(=O)NCc3ccc(C)n3C)CC2=O)cc1 (stereo not given)	0.04	i	i
CCC(C(=O)Nc1nnc(-c2ccco2)s1)c1ccccc1 (stereo not given)	-0.07	i	i
C#CCOc1ccc(/C=C2/C(=O)NN(c3ccc(F)cc3)C2=O)cc1OC	0.66	i	i
COc1ccc(S(=O)(=O)N2CCC(C(=O)O)(c3ccccc3)CC2)cc1	0.01	i	i
CC1(OC(=O)C2CCCC2)C(=O)C=C2C=C(c3ccsc3)N(C3CCCC3)C=C2C1=O (stereo not given)	-0.33	i	i
Cc1cccc(-c2noc(CN(C(=O)C34CC5CC(CC(C5)C3)C4)C(C)C)n2)c1	0.33	i	-5.7*
Cc1ccc(SCCC(=O)NCCSCc2ccco2)cc1	-0.49	i	i

structure	Kir21 block	CHT block	KCNQ2 block
COc1ccc2c(c1)CC/C2=N\OC(=O)c1ccccc1OC	-3.3	i	i
CC(=O)c1cn(Cc2ccccc2)c(=O)[nH]c1=O	-0.65	i	i
Cc1cc(C)nc(SCc2n[nH]c(=S)n2C)n1	0.9	i	i
COc1ccc(NC(=O)C2CCCN(S(=O)(=O)c3ccc(-n4cnnn4)cc3)C2)cc1 (stereo not given)	-0.34	i	i
CCSc1nnc(NC(=O)[C@@H](NC(=O)c2cc(OC)cc(OC)c2)C(C)C)s1	0.6	i	i
O=C(CSc1nc2ccccc2o1)N1CCN(c2ccc(Cl)cc2)CC1	0.68	i	i
CC(C)(C)C(=O)Nc1ccccc1C(=O)NCc1cccnc1	0.06	i	i
CCc1noc(C)c1C(=O)N1CCCSC1=Nc1ccccc1Cl	-0.83	i	i
Cc1ccc(OCC(=O)O/N=C(\N)c2cccnc2)cc1	-1.9	i	i
O=C(NCCNS(=O)(=O)c1ccccc1)N1CCOCC1	0.11	i	i
CCCN1C=CC(=C2C(=O)c3ccccc3C2=O)C=C1	0.24	i	i
COC(=O)c1ccc(CN(c2ccc(C)cc2)S(=O)(=O)c2ccc3c(c2)OCCO3)o1	-1.4	i	i
COc1ccc(OCC(=O)N2N=C(C)CC2(O)C(F)(F)F)cc1 (stereo not given)	0.67	i	i
O=C(CSc1ccc(-c2ccco2)nn1)Nc1ccccc1F	-0.01	i	i
CCCCn1c(=NC(=O)c2ccco2)c(C(=O)OCC)cc2c(=O)n3ccccc3nc21	0.56	i	i
O=C(CSc1cc([N+](=O)[O-])cc(S(=O)(=O)Cc2ccccc2)c1)NC1CC1	1.8	i	i
C/C(=N/NS(=O)(=O)c1ccc(Br)cc1)c1ccc(C)o1	0.85	i	i
O=C(CSc1nnc(NC(=O)c2c(F)cccc2F)s1)NC1CCCC1	-1.4	i	i
S=C(Nc1ccccc1Cl)N(Cc1ccccc1)Cc1cccnc1	-1.8	i	i
Cc1noc2ncnc(Oc3ccccc3Cl)c12	-0.12	i	i

KCNQ2 block: what is marked active above
structure	Kir21 block	CHT block	KCNQ2 block
Cc1cccc(-c2noc(CN(C(=O)C34CC5CC(CC(C5)C3)C4)C(C)C)n2)c1	0.33	i	-5.7*

Other entries follow.
structure	Kir21 block	CHT block	KCNQ2 block
Cc1cccc(-n2c(SCC(=O)N3CCCC3)nc3n[nH]c(C)c3c2=N)c1	-0.65	i	i
COc1cc(/C=N/NC(=O)Cc2nnc(NC(=O)c3ccccc3)s2)ccc1O	-0.5	i	i
CN(O)/C=c1/ccc2c(n1)C(=O)C=CC=2	-1.6	i	i
Cc1cccc(-n2ncc3c(NCCN4CCOCC4)ncnc32)c1	0.2	i	i
O=C(NC(=S)Nc1ccc(CN2CCOCC2)cc1)c1ccc([N+](=O)[O-])cc1	0.25	i	i
O=C(O)CSc1cccnc1Sc1ccc(Cl)cc1	-1.1	i	i
FC(F)Sc1ccc(NC(=S)NC2CCC(NC(=S)Nc3ccc(SC(F)F)cc3)CC2)cc1 (stereo not given)	1.2	i	i
COc1ccccc1CNC(=O)c1csc2c1CCCC2	-0.29	i	-6.5*
COC(=O)/C(C#N)=C1/C=Cc2ccccc2N1C	0.7	i	i
O=C(CNC(=O)c1sc2ccccc2c1Cl)NCc1cccnc1	0.46	i	i
Cc1cccc(-n2cnc3cc(C(=O)N4CCCCC4)ccc32)c1	0.87	i	i
CCCN1CCN(CCCNC(=O)C2CCN(c3nnc(-n4c(C)ccc4C)s3)CC2)CC1	-0.01	i	i
CCn1c(=O)c(C(=O)CN2CCN(S(=O)(=O)c3cc(C)ccc3C)CC2)c(N)n(Cc2ccccc2)c1=O	0.54	i	i
O=C1c2ccccc2S(=O)(=O)N1Cc1c(F)cccc1Cl	-0.73	i	i
COc1ccccc1C(=O)Nc1cc2ccccc2oc1=O	1.2	i	i
CC1CCc2c(nc3ncnn3c2N2CCN(c3ccccc3)CC2)C1 (stereo not given)	1.1	i	i
CNC(C)C#Cc1ccc2sc3cc(OC)c(OC)cc3c(=O)c2c1 (stereo not given)	0.29	i	i
Cc1nn(-c2ccc(F)cc2)c(C)c1CN1CCN(CCc2ccccc2)C(CCO)C1 (stereo not given)	-0.26	i	i
NC(=O)c1c(NC(=S)Nc2ccc(F)cc2)sc2c1CCCC2	-0.04	i	i
CCOC(=O)CCNC(=O)Nc1ccc2nc(C)n(Cc3cccc(Cl)c3)c(=O)c2c1	-0.53	i	i

Whole records from above:
CNC(C)C#Cc1ccc2sc3cc(OC)c(OC)cc3c(=O)c2c1 (stereo not given) is listed with Kir21 block: 0.29; CHT block: i; KCNQ2 block: i
O=C(CNC(=O)c1sc2ccccc2c1Cl)NCc1cccnc1 is listed with Kir21 block: 0.46; CHT block: i; KCNQ2 block: i

Continued.
structure	Kir21 block	CHT block	KCNQ2 block
OCCNc1ncnc2c1sc1nc(N3CCOCC3)c3c(c12)CCC3	-0.58	i	i
O=C(NC(=S)NC1CCSC1=O)c1cccc([N+](=O)[O-])c1 (stereo not given)	1.5	i	i
CCCN(CC(=O)Nc1ccccc1C)C(=O)C1CC(=O)N(c2cccc(C)c2C)C1 (stereo not given)	1.8	i	i
CCCCn1c(N)c(N(CCOC)C(=O)C2CC(=O)N(c3cccc(SC)c3)C2)c(=O)[nH]c1=O (stereo not given)	1.1	i	i
CC(NC(=O)Cn1cccc1C(=O)c1ccccc1)c1ccccc1 (stereo not given)	-1.7	i	i
CC(OC(=O)c1cc(=O)[nH]c2ccccc12)c1ccccc1 (stereo not given)	-0.58	i	i
COc1ccc(CNC(=O)c2cccc(NC3=NC4CS(=O)(=O)CC4S3)c2)cc1 (stereo not given)	0.14	i	i
CC(C)CNC(=O)COc1ncnc2ccccc12	-2.4	i	i
CC1CC(C)CN(C(=O)c2ccccc2Nc2ccc(SC(F)F)cc2)C1 (stereo not given)	-2.1	i	i
Cc1ccc(C2CC(c3ccccc3)n3ncnc3N2)cc1 (stereo not given)	-1.2	i	i
CCOC(=O)c1c(N)sc(C(=O)N(CC)CC)c1C	-0.61	i	i
Cn1cc(/C=N/NC(=O)c2ccc(C#N)cc2F)c2ccccc21	-1.2	i	i
COC(=O)C1=C(COc2ccccc2)NC(=O)NC1c1ccc(Cl)cc1 (stereo not given)	-1.1	i	i

Screening data: PubChem, Johns Hopkins Ion Channel Center
